# Bioassay records: PubChem, several laboratories
# GPR55 LPI antagonism: GPR55 antagonists blocking LPI-driven arrestin recruitment, primary screen, imaging, U2OS, beta-arrestin-GFP, LPI agonist (AID 2013); U2OS GPR55 beta-arrestin-GFP translocation imaging, LPI antagonism; higher % means a stronger effect; inhibition, % at 10 µM; hits with a dose series show IC50 in µM; hit rate 0.13% among 290,000;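 active means spots per cell inhibited over 60%, with over 100 cells counted and total cytoplasm intensity under 500,000; inconclusive means wells with under 100 cells, flagged as likely toxic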;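 further: U2OS cells stably carrying GPR55 and arrestin-GFP stimulated by 5 µM LPI near EC80; imaged beta-arrestin-GFP aggregate spots per cell after agonist stimulation; plate controls were LPI-stimulated DMSO wells for no effect and DMSO wells without LPI for full effect; some results filed as inactive read as strong as hits; confirmed hits need IC50 under 10 µM and bright autofluorescent wells are also inconclusive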
# MgcRacGAP inhibition: MgcRacGAP GTPase-activating activity inhibitors, confirmation, biochemical, ADP Hunter fluorescence; MgcRacGAP-stimulated Rac1 GTP hydrolysis, ADP Hunter fluorescence; higher % means a stronger effect; GST-tagged Rac1 F28L mutant substrate; inhibition, % at 30 µM; hits with a dose series show IC50 in µM; hit rate 0.6% among 340,000; AID 624330;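 active means first-screen hits whose inhibition reached a set limit at any dose in the follow-up dose series; inconclusive means inhibition above the set first-screen limit but never retested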;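 further: fluorescence reports GDP produced by GAP-driven GTP hydrolysis; strong numbers were not always called active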
# Yfh1-depleted yeast: mitochondrial function rescue without frataxin homolog – Friedreich's ataxia, plus single-dose screen, dose response (AID 1465) | fold induction at 50 µM, or EC50 in µM where a hit was titrated | S. cerevisiae Yfh1-off respiration, WST-1 reduction, 72 h; higher fold induction means a stronger effect | hit rate 0.074% among 220,000;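 active means fold induction of absorbance versus untreated yeast above a set limit, then at least 30% activation at any dose in follow-up; inconclusive means repeats straddling the limit, or above it without dose testing; inactive means fold induction below the set limit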;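 further: activators that raise dye reduction in frataxin-depleted yeast; strong numbers were not always called active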
# NTR1 agonist: agonists of NTR1, primary screen, imaging, U2OS cells, beta-arrestin-GFP, high content (AID 493036) | NTR1-U2OS beta-arrestin-GFP spot imaging, agonist mode | activation, % at 20 µM | hit rate 0.17% among 330,000;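 active means activation at or above 40% of the spot to cytoplasm intensity ratio, with at least 20 cells analyzed; inconclusive means wells under 20 cells, flagged as cytotoxic or low count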;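 further: 0% = DMSO without peptide and 100% = 100 nM NTR1 peptide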
# Target sequence (P30989 whole entry, looked up): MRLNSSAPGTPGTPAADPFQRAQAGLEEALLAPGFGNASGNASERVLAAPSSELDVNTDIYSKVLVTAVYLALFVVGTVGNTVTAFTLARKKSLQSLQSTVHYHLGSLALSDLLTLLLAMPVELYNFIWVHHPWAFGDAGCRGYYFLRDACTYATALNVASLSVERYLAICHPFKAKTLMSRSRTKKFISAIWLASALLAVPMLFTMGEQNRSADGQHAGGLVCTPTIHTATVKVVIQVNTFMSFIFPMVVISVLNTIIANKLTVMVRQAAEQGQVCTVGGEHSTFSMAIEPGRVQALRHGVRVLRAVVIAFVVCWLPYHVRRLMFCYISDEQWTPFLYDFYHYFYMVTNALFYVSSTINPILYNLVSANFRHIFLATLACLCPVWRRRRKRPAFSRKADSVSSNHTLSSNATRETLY
# AID2073: inhibitors of Mint1-CaV2.2 protein interaction, biochemical, HTRF (AID 2073) | HTRF protein-protein interaction, Mint1-CaV2.2; higher % means a stronger effect | inhibition, % at 20 µM; hits with a dose series show IC50 in µM | hit rate 0.19% among 290,000; in the data active means inhibition mostly above about 51%, no sharp cut-off; inconclusive means no clear call, values can overlap the other calls; inactive means mostly below about 53%; further: some results filed as inactive read as strong as hits
# GPR55 activation: selective activators of receptor GPR55 – imaging, U2OS cells, beta-arrestin-GFP redistribution, primary screen (AID 1961) | activation, % at 10 µM, or EC50 in µM where a hit was titrated | hit rate 0.048% among 290,000 | U2OS GPR55 beta-arrestin-GFP redistribution imaging; higher % means a stronger effect;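 active means activation above 40% with more than 50 cells counted in the well; inconclusive means wells holding fewer than 50 cells, flagged as toxic or sparse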;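 further: U2OS osteosarcoma cells stably expressing GPR55 and beta-arrestin-GFP; plate controls were DMSO negative control for no effect and LPI positive control for full effect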
# SV40 large T antigen: SV40 large T antigen inhibitors, biochemical (AID 1903). SV40 large T antigen ATPase/helicase inhibition assay; higher % means a stronger effect. one-dose inhibition, % at 20 µM; IC50 in µM for titrated hits. hit rate 0.39% among 310,000; in the data active means a potency from the dose series; inconclusive means inhibition mostly from about 32% at the one dose, without a potency; inactive means the rest, 99 in 100 with inhibition below about 32%; further: strong numbers were not always called active
# GPR35 arrestin U2OS: GPR35 antagonists blocking zaprinast-driven arrestin recruitment, primary screen, imaging, U2OS, beta-arrestin-GFP, zaprinast agonist (AID 2058); U2OS GPR35 beta-arrestin-GFP translocation imaging, zaprinast antagonism; higher % means a stronger effect; inhibition, % at 10 µM; hits with a dose series show IC50 in µM; hit rate 0.052% among 290,000;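 active means inhibition of at least 50% with at least 30 cells and total cytoplasm GFP at most 10,000,000; inconclusive means under 30 cells or total GFP of 10,000,000 plus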
# Dengue-2 NS5 capping: Dengue-2 NS5 methyltransferase inhibitors, primary screen, biochemical, confirmation dose response (AID 588689); Dengue-2 NS5 methyltransferase capping enzyme assay, biochemical; higher % means a stronger effect; one-dose inhibition, % at 25 µM; IC50 in µM for titrated hits; hit rate 0.3% among 340,000; in the data active means a potency from the dose series; inconclusive means inhibition above about 29% without an active follow-up result
# NTR1 agonist cell count 20 µM: second read-out of NTR1 agonist, no call of its own (marks repeat the call); cell count; measured here: cell count, cytotoxicity flag
# Dengue-2 NS5 capping pilot replicate: further read-out of Dengue-2 NS5 capping, marked with its call; inhibition, %; measured here: pilot screen replicate inhibition
# Starred values were filed as active, the others as inactive; i = inactive; ? = inconclusive; . = no result given.
SMILES,GPR55 LPI antagonism,MgcRacGAP inhibition,Yfh1-depleted yeast,NTR1 agonist,NTR1 agonist cell count 20 µM,AID2073,GPR55 activation,SV40 large T antigen,GPR35 arrestin U2OS,Dengue-2 NS5 capping,others
Cc1ccc(CN(C(=O)COc2ccc([N+](=O)[O-])cc2)C2CCS(=O)(=O)C2)o1 (stereo unspecified),12%,8%,.,-0.9,43,9%,0.0%,8%,-10%,-10%,
O=C(CN1CCC(NC(=O)Cc2ccccc2)CC1)Nc1cccc2ccccc12,3%,1%,i,0.5,47,-2%,0.0%,9%,15%,1%,
CCCCc1noc(-c2c(-c3ccccc3Cl)noc2C)n1,21%,3%,i,4.5,54,-23%,-0.7%,5%,22%,2%,
CC1=C(c2ccccc2)[N+](=O)C2(CCCC2)N1[O-],3%,9%,i,-1.0,72,?,-0.3%,3%,3%,2%,
CC(Sc1nnnn1C)C(=O)Nc1ccc(N2CCOCC2)cc1 (stereo unspecified),-16%,1%,i,-0.3,88,1%,-1.0%,16%,-4%,1%,
O=C(Oc1ccc(Br)cc1)c1cccnc1,-1%,15%,.,-0.6,64,14%,-0.1%,6%,-5%,-6%,
CCOC(=O)c1sc(N2C(=O)C(O)=C(C(=O)c3ccco3)C2c2cccc(Cl)c2)nc1C (stereo unspecified),8%,7%,.,0.8,57,3%,-0.1%,25%,-4%,10%,
CC(NC(=O)CCc1ccccc1)c1cc2c(cc1Cl)OCCO2 (stereo unspecified),0%,6%,i,0.4,47,-8%,-0.1%,-3%,20%,-1%,
COc1ccc2oc(C(=O)OCC(=O)N3C(C)CCCC3C)c(C)c2c1 (stereo unspecified),2%,8%,.,1.2,71,15%,-0.1%,10%,-4%,0%,
O=S(=O)(c1ccc(Cl)cc1)N1CCN(c2ncccn2)CC1,1%,-26%,i,0.3,45,3%,0.2%,3%,-10%,-11%,
Cc1ccc2cc(CCNC(=O)CC(C)C)c(=O)[nH]c2c1,4%,5%,i,2.5,39,17%,-0.4%,0%,20%,-3%,
COc1ccc(O)c(C2=Nc3ccccc3N=C(c3ccccc3)C2)c1,7%,10%,i,4.9,48,27%,0.0%,16%,-22%,-3%,
CSc1nnc2c(n1)OC=Nc1ccccc1-2,10%,3%,i,-2.8,51,6%,-0.3%,-1%,2%,-3%,
COCCn1c(C)cc(C(=O)CSc2nc3ccccc3c(=O)[nH]2)c1C,-4%,5%,i,4.1,66,-18%,-0.1%,8%,-5%,-3%,
COc1ccc(COCC(CC(C)C)N2CCN(C(=O)c3cccc(C(F)(F)F)c3)CCC2=O)cc1 (stereo unspecified),10%,1%,i,4.3,82,0%,-0.2%,2%,-8%,-2%,
Cc1cc(NC(=O)CCCn2cc([N+](=O)[O-])cn2)n(Cc2ccc(F)cc2)n1,2%,3%,i,0.6,57,?,-0.2%,9%,-8%,-7%,
CCOC(=O)CC(=O)CSc1nc(-c2ccc3c(c2)OCO3)cc(C(F)(F)F)c1C#N,-8%,5%,i,2.1,54,?,-0.1%,-2%,-9%,2%,
COc1ccc(NC(=S)N=Nc2c(O)[nH]c3ccccc23)cc1,3%,19%,i,12,62,-35%,-0.1%,6%,-11%,2%,
O=C(c1ccc2ccccc2n1)N1CCN(c2ccccc2O)CC1,-18%,9%,i,0.6,55,-6%,-0.1%,17%,14%,0%,
COc1ccc(N2CCN(C(=O)Cn3nnc(-c4cccs4)n3)CC2)cc1,-10%,19%,i,1.1,46,-2%,-0.1%,20%,-5%,-4%,
Cc1cc(C(=O)NC2CCCc3c2cnn3-c2ccc(C)c(C)c2)n(C)n1 (stereo unspecified),-12%,-7%,.,1.5,56,1%,0.0%,4%,6%,-4%,
COC(=O)C1=NN[C@H](C(=O)OC(C)(C)C)[C@H]1c1ccccc1,0%,2%,i,-1.0,56,3%,-0.2%,6%,9%,-6%,
COc1cc(C(F)(F)F)nc2ccc(C#CCOC(=O)Nc3ccccc3)cc12,16%,4%,i,4.1,39,19%,-0.1%,6%,-3%,-9%,
COc1ccc(-c2nc(C#N)c(NCCCN3CCOCC3)o2)cc1,0%,11%,.,-1.9,70,19%,-0.2%,1%,-9%,0%,
COc1ccc(/C=N/N2C(=O)CSC2=S)cc1Br,.,8%,.,-1.6,47,.,.,33%,.,-46%,
# (further entries)
SMILES,GPR55 LPI antagonism,MgcRacGAP inhibition,Yfh1-depleted yeast,NTR1 agonist,NTR1 agonist cell count 20 µM,AID2073,GPR55 activation,SV40 large T antigen,GPR35 arrestin U2OS,Dengue-2 NS5 capping,others
O=C(NC1CCCCC1)N(Cc1cc2cc3c(cc2[nH]c1=O)OCCO3)CC1CCCO1 (stereo unspecified),2%,5%,i,1.1,72,7%,0.3%,7%,18%,-7%,Dengue-2 NS5 capping pilot replicate=-2.9
COCc1cc(=O)[nH]c(N2CCN(Cc3ccc4c(c3)OCO4)CC2)n1,9%,8%,.,-0.1,88,-8%,-0.1%,-7%,3%,-3%,
O=c1c2ccccc2nc(SCc2cccc(F)c2)n1Cc1ccco1,16%,-1%,i,3.9,84,-5%,-0.1%,22%,-23%,1%,
COc1ccc2[nH]c(=O)c(CN(CCCN(C)C)C(=O)Nc3ccc(F)cc3)cc2c1,10%,17%,i,-0.5,36,14%,-0.2%,14%,8%,2%,
COc1ccc(N2CCN(c3ncnc4scc(-c5ccc(C)cc5)c34)CC2)cc1,14%,10%,.,4.9,62,0%,0.2%,5%,-1%,-2%,
CCc1ccc(C2C(C#N)=C(N)SC(N)=C2C#N)s1,0%,9%,i,0.7,65,13%,-1.0%,16%,-10%,-38%,
Cc1cc(-c2sccc2C)nc(-n2cccc2)n1,2%,7%,i,7.2,77,29%,-0.1%,1%,17%,-7%,
COc1nc(C)ccc1-c1noc(-c2ccncc2)n1,2%,5%,i,0.1,83,14%,0.5%,17%,5%,0%,
Cc1onc(-c2ccccc2)c1C(=O)NC(C)C,-9%,2%,i,-2.7,49,-3%,-0.1%,3%,2%,-4%,
COc1cc(OC)cc(-c2n[nH]c(=S)n2-c2ccc3c(c2)OCCO3)c1,-2%,-4%,i,0.0,71,32%,-0.1%,-6%,0%,11%,
CCOc1cc(CNc2ccc3c(c2)OCCO3)cc(Br)c1OCC,-36%,30%,i,1.3,48,13%,-0.1%,4%,9%,6%,
Cc1cccc(N=Nc2ccc(O)c3ncccc23)c1,3%,8%,i,2.2,48,6%,0.1%,1%,-4%,0%,
COc1ccc(Cl)cc1S(=O)(=O)N1CCN(c2ccc(F)cc2)CC1,8%,10%,i,3.0,87,-4%,-0.5%,5%,10%,-1%,
Cc1ccc2[nH]c(C(=O)O)c(-c3ccccc3)c2c1,-15%,11%,i,4.1,55,5%,-0.1%,11%,12%,1%,
O=C(Nc1ncccn1)C12CC3CC(CC(C3)C1)C2,1%,.,i,1.3,40,5%,-0.3%,24%,-10%,.,
O=C(O)C1C2C=CC(C2)C1C(=O)NCc1ccco1 (stereo unspecified),7%,9%,i,-0.2,39,7%,-0.2%,5%,-3%,-8%,
O=C(c1nn2c(C(F)(F)F)cc(-c3ccccc3)nc2c1Cl)N1CCN2CCCC2C1 (stereo unspecified),2%,4%,.,3.2,51,11%,0.0%,.,-9%,-6%,
COc1cc(O)c(C(CC(=O)N2CCN(c3ccccc3)CC2)c2ccc3c(c2)OCO3)c(OC)c1 (stereo unspecified),9%,9%,i,-3.8,95,8%,-0.1%,-4%,9%,-4%,

# In the list so far, these contain a thiophene ring, fused or not.
SMILES,GPR55 LPI antagonism,MgcRacGAP inhibition,Yfh1-depleted yeast,NTR1 agonist,NTR1 agonist cell count 20 µM,AID2073,GPR55 activation,SV40 large T antigen,GPR35 arrestin U2OS,Dengue-2 NS5 capping,others
COc1ccc(N2CCN(C(=O)Cn3nnc(-c4cccs4)n3)CC2)cc1,-10%,19%,i,1.1,46,-2%,-0.1%,20%,-5%,-4%,
COc1ccc(N2CCN(c3ncnc4scc(-c5ccc(C)cc5)c34)CC2)cc1,14%,10%,.,4.9,62,0%,0.2%,5%,-1%,-2%,
CCc1ccc(C2C(C#N)=C(N)SC(N)=C2C#N)s1,0%,9%,i,0.7,65,13%,-1.0%,16%,-10%,-38%,
Cc1cc(-c2sccc2C)nc(-n2cccc2)n1,2%,7%,i,7.2,77,29%,-0.1%,1%,17%,-7%,

# Arranged by formula weight (low to high): part of the list above.
SMILES,GPR55 LPI antagonism,MgcRacGAP inhibition,Yfh1-depleted yeast,NTR1 agonist,NTR1 agonist cell count 20 µM,AID2073,GPR55 activation,SV40 large T antigen,GPR35 arrestin U2OS,Dengue-2 NS5 capping,others
Cc1ccc2[nH]c(C(=O)O)c(-c3ccccc3)c2c1,-15%,11%,i,4.1,55,5%,-0.1%,11%,12%,1%,
O=C(Nc1ncccn1)C12CC3CC(CC(C3)C1)C2,1%,.,i,1.3,40,5%,-0.3%,24%,-10%,.,
COc1nc(C)ccc1-c1noc(-c2ccncc2)n1,2%,5%,i,0.1,83,14%,0.5%,17%,5%,0%,
